Screening results (PubChem)
AHR act: AHR activators, primary screen, cell-based, luminescence, luciferase reporter, human; AHR-responsive luciferase reporter cells; activation, % at 5 µM; actives 2.5% (n = 320,000); AID 2796, 2010; in the data active = activation above about 47%;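 also: 0% = vehicle wells and 100% = reference agonist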
procasp7 counter: procaspase-7 activators, primary screen, counter-screen for procaspase-3 activator project, biochemical, absorbance, HTS, human. activation, % at 8.5 µM. Caspase-7 (Homo sapiens), P55210. actives 0.093% (n = 330,000). recombinant procaspase-7, Ac-DEVD-pNA absorbance 405 nm; D23A/D198A/D206A triple mutant, cannot self-cleave; scale: DMSO 0, 5 µM enzyme 100;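 active = percent activation above the screen-wide mean plus 3 SD, cut at about 25% in these data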
Target sequence (P55210 whole entry D23A/D198A/D206A): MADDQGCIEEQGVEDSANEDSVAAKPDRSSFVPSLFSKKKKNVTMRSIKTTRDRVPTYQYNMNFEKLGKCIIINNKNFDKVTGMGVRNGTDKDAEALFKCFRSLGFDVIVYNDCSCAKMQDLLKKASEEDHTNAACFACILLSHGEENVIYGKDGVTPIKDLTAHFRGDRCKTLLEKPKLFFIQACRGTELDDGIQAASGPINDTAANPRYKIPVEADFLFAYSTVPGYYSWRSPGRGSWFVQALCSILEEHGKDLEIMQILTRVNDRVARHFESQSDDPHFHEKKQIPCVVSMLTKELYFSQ
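Material: Procaspase-7 triple mutant (PC-7 D3A) | Quantity: 2 µM procaspase-7 mutant as dispensed | Reagent: DEVD-pNA substrate | Times: 1 h preincubation, 2 h reaction | Technique: 405 nm absorbance of p-nitroaniline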
MEP2-GFP yeast: modulators of MEP2-GFP levels in yeast, primary screen, S. cerevisiae, multiplex flow cytometry, MLPCN library | GFP response vs DMSO, % at 10 µM | S. cerevisiae MEP2-GFP strain, 3 h; 100% = DMSO control level | actives 0.51% (n = 330,000) | AID 2016, 2009;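 active = GFP response versus DMSO above a set limit, roughly screen mean plus 3 SD, cut at about 180% in these data; inconclusive = fewer than 70 cells counted for a yeast strain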;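 also: median GFP fluorescence of the barcode-gated MEP2-GFP cells per well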
RPL19A-GFP yeast: RPL19A-GFP expression modulators in yeast, primary screen, cell-based, S. cerevisiae, multiplex flow cytometry, MLPCN; S. cerevisiae RPL19A-GFP strain, 3 h; hits give low values; percent response vs DMSO, % at 10 µM; actives 0.3% (n = 330,000);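 active = percent response vs DMSO below 50%; inconclusive = fewer than 70 events counted for the yeast strain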;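 also: median channel GFP fluorescence of the barcoded RPL19A-GFP strain; ratio of sample median GFP to plate DMSO average so 100% = DMSO; lower means less RPL19A-GFP as with rapamycin TOR inhibition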
Yeast superoxide: reduction of superoxide in aged yeast, primary screen, HTS. S. cerevisiae aged cells, superoxide DHE fluorescence; hits give low values. actives 0.18% (n = 330,000). superoxide response (% of plate mean), % at 10 µM. AID 2690, 2010;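 active = superoxide response under a set limit, about three screen SD below normal, cut at about 65% in these data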;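 also: yeast aged for seven days with compound at 30 °C before DHE staining; 100% = average MFI of all compound-treated wells on the plate with controls excluded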
procasp3 activ: activators of human procaspase-3 D3A mutant, primary screen, biochemical, absorbance, PC-3 D3A mutant, single concentration | activation, % at 8.5 µM | Caspase-3 (Homo sapiens), P42574 | actives 0.11% (n = 330,000) | recombinant procaspase-3 D3A, Ac-DEVD-pNA absorbance 405 nm;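 active = activation above the mean of all tested compounds plus 3 SD, cut at about 21% in these data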;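 also: 0% = DMSO alone and 100% = DMSO wells spiked with extra 5 µM PC-3 D3A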
Target sequence (P42574 whole entry D9A/D28A/D175A): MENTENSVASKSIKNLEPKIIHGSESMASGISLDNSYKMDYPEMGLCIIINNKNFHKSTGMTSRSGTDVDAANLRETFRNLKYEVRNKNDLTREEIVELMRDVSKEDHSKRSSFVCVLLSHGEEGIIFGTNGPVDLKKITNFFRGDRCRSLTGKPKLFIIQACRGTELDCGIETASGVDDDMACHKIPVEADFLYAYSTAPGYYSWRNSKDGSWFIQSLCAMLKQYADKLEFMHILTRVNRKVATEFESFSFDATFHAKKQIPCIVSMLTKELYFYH
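Test system: Procaspase-3 D3A mutant, all three cleavage aspartates alanine | Dosing: Single dose, 8.5 µM nominal compound, 0.8% DMSO | Schedule: 1 h preincubation, 2 h reaction | Technique: 405 nm absorbance of p-nitroaniline, reads at 0 and 120 min | Repeats: One well per compound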
LAP4 TOR yeast: modulators of LAP4-GFP expression in yeast, primary screen, S. cerevisiae, multiplex flow cytometry, MLPCN library; 3 h; median GFP as percent of DMSO wells; GFP response vs DMSO, % at 10 µM; actives 0.34% (n = 320,000); AID 2023, 2009;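 active = GFP response vs DMSO above a set limit, about the screen mean plus 3 SD, cut at about 150% in these data; inconclusive = under 70 cell events counted for the yeast strain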
GASC-1 inh: inhibitors of GASC-1 histone demethylase, primary screen, biochemical, fluorescence, DELFIA europium | Lysine-specific demethylase 4C (Homo sapiens), Q9H3R0 | GST-JMJD2C(1-420) H3K9me3 demethylation | inhibition, % at 2.35 µM | actives 0.069% (n = 330,000) | AID 2099, 2009;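 active = more than half of a compound's replicate wells show inhibition beyond 50%, single wells judged on their own value; inconclusive = some, but no more than half, of replicates pass 50% inhibition; inactive = no replicate passes 50% inhibition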;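 also: signal counts dimethyl H3K9 product captured on neutravidin plate; 0% = median of DMSO wells and 100% = 0.3 times that DMSO median; strong numbers were not always called active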
Target sequence (Q9H3R0 1-420 limits assumed): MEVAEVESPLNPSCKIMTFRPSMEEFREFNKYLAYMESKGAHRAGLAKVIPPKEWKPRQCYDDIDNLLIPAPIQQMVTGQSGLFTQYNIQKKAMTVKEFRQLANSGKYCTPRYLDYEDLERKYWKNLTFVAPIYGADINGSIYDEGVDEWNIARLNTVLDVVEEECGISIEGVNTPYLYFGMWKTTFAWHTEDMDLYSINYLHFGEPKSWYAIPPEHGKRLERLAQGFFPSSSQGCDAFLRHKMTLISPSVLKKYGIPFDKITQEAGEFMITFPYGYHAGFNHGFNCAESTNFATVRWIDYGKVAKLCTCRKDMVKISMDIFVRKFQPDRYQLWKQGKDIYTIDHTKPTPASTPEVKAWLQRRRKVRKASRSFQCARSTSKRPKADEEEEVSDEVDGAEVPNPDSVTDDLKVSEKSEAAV
Starred values were filed as active, the others as inactive; ? = inconclusive; . = no result given; & = joins results of further samples; [ ] = remark or other dose. The order is random. Share with any hit: about 3.8%.

Order of values: procasp3 activ	AHR act	GASC-1 inh	RPL19A-GFP yeast	LAP4 TOR yeast	procasp7 counter	Yeast superoxide	MEP2-GFP yeast
O=C(Nc1nccs1)[C@@H]1CCCN1C(=O)c1cccs1
→ -1	-1	-11	101	102	2	93	104
COc1cc(OC)c(NC(=O)/C=C/C(=O)O)cc1Cl
→ -4	14	-2	99	109	-3	90	91
COc1cccc(CNc2ccc(F)c(Cl)c2)c1
→ 4	1	.	85	98	-3	115	88
CCCCCCCNC(=O)c1cc(-c2ccncc2)nc2ccccc12
→ -6	11	-12	100	92	-1	131	112
COc1ccccc1N(C(=O)c1csnn1)C(C(=O)NC1CCCC1)c1ccccc1 (stereo not given)
→ 7	0	-1	96	92	0	96	89
Cc1cc(C)nc(Nc2ccc(N3CCOCC3)cc2)n1
→ -2	4	-3	112	107	0	98	109
CC(C)c1ccc(O)c(NC(=O)c2ncn[nH]2)c1
→ 1	38	.	96	100	-4	91	105
CCCN(C(=O)CSc1nc2cc(S(=O)(=O)N(CC)CC)ccc2o1)C1CCS(=O)(=O)C1 (stereo not given)
→ 3	-1	27	96	90	9	97	88
COc1ccccc1CN(C(=O)c1ccco1)C(C(=O)NC1CCCC1)c1ccncc1 (stereo not given)
→ -3	2	-13	96	96	-12	126	100
Cc1ccccc1CS(=O)(=O)Cc1ccc(C(=O)NCCCN2CC(C)CC(C)C2)o1 (stereo not given)
→ 7	-2	-1	98	102	14	98	97
COc1ccc(Oc2ncc(CN3CCN(c4ccccc4)CC3)s2)cc1
→ 3	2	5	94	89	0	98	93
Nc1nc(Cl)cc(-c2ccccc2)n1
→ 1	-2	2	96	106	3	122	99
OCC1OC(n2cnc3c(NC4CCCC4)ncnc32)C(O)C1O (stereo not given)
→ -2	0	6	102	107	-10	105	103
COc1ccc(Cl)cc1NC(=O)c1cc(C)no1
→ .	.	0	101	102	.	97	113
O=C(NNc1ccc([N+](=O)[O-])cc1)C1CC1c1ccccc1 (stereo not given)
→ -1	-1	-12	100	100	1	96	99
S=C(NCC1CCCO1)N1CCN(c2nc(-c3ccccc3)cs2)CC1 (stereo not given)
→ -3	1	-6	97	103	9	113	92
O=C(NNC(=O)c1cccc(Br)c1)C(=O)N1CCCCC1
→ 5	-5	2	104	95	-10	99	106
CNc1oc(-c2cccc3ccccc23)nc1C#N
→ -6	6	4	99	104	11	97	108
O=C1NC2(CCc3ccccc32)C(=O)N1CCOc1ccc(Cl)cc1 (stereo not given)
→ -5	3	-4	85	84	-4	98	90
CCCC(=O)NC(c1ccccc1Cl)c1ccc2cccnc2c1O (stereo not given)
→ -3	-2	3	101	99	11	96	111

Ordered by count of non-hydrogen atoms (smallest number first): eleven of the compounds above
Order of values: procasp3 activ	AHR act	GASC-1 inh	RPL19A-GFP yeast	LAP4 TOR yeast	procasp7 counter	Yeast superoxide	MEP2-GFP yeast
Nc1nc(Cl)cc(-c2ccccc2)n1
→ 1	-2	2	96	106	3	122	99
CC(C)c1ccc(O)c(NC(=O)c2ncn[nH]2)c1
→ 1	38	.	96	100	-4	91	105
CNc1oc(-c2cccc3ccccc23)nc1C#N
→ -6	6	4	99	104	11	97	108
O=C(NNC(=O)c1cccc(Br)c1)C(=O)N1CCCCC1
→ 5	-5	2	104	95	-10	99	106
O=C(NNc1ccc([N+](=O)[O-])cc1)C1CC1c1ccccc1 (stereo not given)
→ -1	-1	-12	100	100	1	96	99
OCC1OC(n2cnc3c(NC4CCCC4)ncnc32)C(O)C1O (stereo not given)
→ -2	0	6	102	107	-10	105	103
CCCC(=O)NC(c1ccccc1Cl)c1ccc2cccnc2c1O (stereo not given)
→ -3	-2	3	101	99	11	96	111
S=C(NCC1CCCO1)N1CCN(c2nc(-c3ccccc3)cs2)CC1 (stereo not given)
→ -3	1	-6	97	103	9	113	92
COc1ccc(Oc2ncc(CN3CCN(c4ccccc4)CC3)s2)cc1
→ 3	2	5	94	89	0	98	93
Cc1ccccc1CS(=O)(=O)Cc1ccc(C(=O)NCCCN2CC(C)CC(C)C2)o1 (stereo not given)
→ 7	-2	-1	98	102	14	98	97
COc1ccccc1CN(C(=O)c1ccco1)C(C(=O)NC1CCCC1)c1ccncc1 (stereo not given)
→ -3	2	-13	96	96	-12	126	100

(further entries)
Order of values: procasp3 activ	AHR act	GASC-1 inh	RPL19A-GFP yeast	LAP4 TOR yeast	procasp7 counter	Yeast superoxide	MEP2-GFP yeast
COc1cc(OC)c(OC)cc1/C=N/NC(=O)CCc1c(C)n[nH]c1C
→ 0	8	12	95	103	3	92	89
COc1ccc(-n2nc(C(=O)NCc3cc(OC)ccc3OC)c3c4ccccc4n(C)c3c2=O)cc1
→ 0	11	-8	102	101	-6	93	107
CC(C)NS(=O)(=O)c1ccc(OCC(=O)N2CCCC2)c(Cl)c1
→ 0	2	7	100	101	5	131	103
CC(=O)/C(N=Nc1ccc(C(=O)O)cc1[N+](=O)[O-])=C(\C)O
→ 9	-2	-3	98	104	-5	97	95
CCOC(=O)c1cc(NC(=O)CNCC(c2ccccc2)N(C)C)cc(C(=O)OCC)c1 (stereo not given)
→ -8	4	-9	106	93	-17	79	89
O=C(COc1cccnc1[N+](=O)[O-])Nc1cc(S(=O)(=O)N2CCCCC2)ccc1Cl
→ -3	-2	-8	106	112	-7	110	105
NC(=S)N/N=C/c1ccc(-c2ccccc2)o1
→ -6	93*	-13	96	112	2	96	98
CCCCNS(=O)(=O)c1ccc2nc(-c3cccnc3)cc(C(=O)NCCCN(CC)CC)c2c1
→ 3	2	-3	112	102	3	97	111
O=C(NCc1cccnc1)Nc1cccc(C(F)(F)F)c1
→ .	.	5	115	80	.	102	106
CCCn1nnnc1NCc1cccc(OC)c1OCC
→ -2	-2	-26	101	90	5	94	102
COc1ccc(CC(NC(C)=O)C(=O)NC2CCN(c3nnnn3-c3ccccc3)CC2)cc1 (stereo not given)
→ -4	1	1&3	30*[may fluoresce violet]	92[may fluoresce violet]	2	88	205*[may fluoresce violet]
NCCc1nnc(SCc2c(Cl)cccc2Cl)o1
→ -2	-2	-1	96	100	3	92	102
CCOc1ccc(NS(=O)(=O)c2csc(C(N)=O)c2)cc1
→ 3	1	6	101	91	3	104	108
CCOC(=O)C1(Cc2ccc(OC)cc2)CCN(C(=O)c2cncs2)CC1
→ 2	5	4	103	88	9	97	105
O=C(CCNS(=O)(=O)c1ccc(Cl)cc1)Nc1ccncc1
→ -3	1	0	104	101	8	108	105
CN(CC(=O)Nc1cccc(F)c1)C(=O)c1ccccc1OCCOc1ccccc1
→ -4	4	-2	100	102	7	105	96
CC(Sc1nc2ccccc2c(=O)n1CCc1ccc(S(N)(=O)=O)cc1)C(=O)NC(N)=O (stereo not given)
→ 4	-1	-19	97	105	4	113	104
CCn1c(COc2ccccc2Cl)nnc1SCC(=O)Nc1ncccc1C
→ -6	2	4	104	87	4	84	93
COc1ccc(NS(=O)(=O)c2cccc(C(=O)NNC(=O)c3cc(S(N)(=O)=O)ccc3OC)c2)cc1
→ -8	2	1	94	93	4	101	85
S=C(NCCc1ccccc1)N/N=C/c1cccs1
→ -8	6	-13	99	102	-6	103	94
O=S(=O)(c1ccc(S(=O)(=O)n2cnc3ccccc32)cc1)N1CCCCCC1
→ 6	2	4	99	98	15	88	98
CN(C(=O)c1cccc(COc2ccc(Cl)cc2Cl)c1)c1ccccc1
→ 4	-4	1	93[may fluoresce violet]	95[may fluoresce violet]	7	92	86[may fluoresce violet]
Cc1cc(NC(=O)c2ccc(C)o2)no1
→ 1	-2	-1	101	105	-1	102	98
CCOC(=O)COC(=O)c1ccc(O)cc1
→ 10	-2	-9	94	94	3	92	95
CCOC(=O)CCNC(=O)N1CCCC(CNS(=O)(=O)Cc2ccccc2)C1 (stereo not given)
→ 1	3	-1	96	100	3	86	92
O=C(COC(=O)c1ccccc1[N+](=O)[O-])NCCCc1ccccc1
→ -5	-3	26	98	98	7	125	103
CSc1nc2[nH]ncc2c(=O)[nH]1
→ -4	12	15	101	96	-8	115	109
O=C(CN1C(=O)CSc2ccc(S(=O)(=O)N3CCOCC3)cc21)NCc1ccc(F)cc1
→ 1	-1	-1	99	101	5	120	96
COc1ccc2[nH]c(C)c(C(=O)CN3CCN(C(=O)c4ccco4)CC3)c2c1
→ -3	33	3	91	85	-4	90	84
COc1ccc(N(C(=O)c2ccc(F)cc2)C2=CC3CCC(C2)N3C)cc1 (stereo not given)
→ 5	3	-3	100	100	-2	109	100
O=C(Cc1cccs1)NCc1ccccc1Br
→ -9	3	0	105	101	0	81	110
CN(C)c1ccc(CNC2CC(C)(C)NC(C)(C)C2)cc1
→ -2	3	1	96	91	-2	96	97
CCOCCCNC(=O)CN(c1cc([N+](=O)[O-])ccc1OC)S(C)(=O)=O
→ 7	7	-7	95	113	-11	98	101
Cc1cccc(C(C)C)c1NC(=O)C1CN(S(=O)(=O)c2ccccc2)CCN1S(=O)(=O)c1ccccc1 (stereo not given)
→ -3	0	-3	106	101	6	80	107
O=C(Nc1ccc(Cl)cc1)Nc1cccc2nsnc12
→ -34	31	-7	104	106	-9	100	113
O=S(=O)(NCc1ccccc1Br)c1cccs1
→ -3	1	7	102	105	0	100	103
N#CCC1c2ccccc2CCN1C(=O)Nc1ccc(C(F)(F)F)cc1 (stereo not given)
→ 0	103*	-16	106	104	4	88	98
CCO[C@@H]1OC(C(=O)NCc2ccccc2)=C[C@H](c2coc3ccccc3c2=O)[C@H]1CCCO
→ 2	2	3	103	106	-2	106	100
Cc1ccc(S(=O)(=O)N2CCC(C(=O)OCC(=O)N3CCc4ccccc43)CC2)cc1
→ 5	4	-26	18*[may fluoresce violet]	95[may fluoresce violet]	7	97	296*[may fluoresce violet]
O=C(Nc1ccccc1)C(=O)Nc1ccc2c(c1)N(C(=O)C1CC1)CCC2
→ -3	-7	42	96	119	7	97	96
CC(=O)c1cn(CCCCCCCn2cc(C(C)=O)c(=O)[nH]c2=O)c(=O)[nH]c1=O
→ 8	-3	2	107	97	5	78	111
COCCN1CCN(Cc2nc(C3(c4ccc(C)cc4)CCCC3)no2)CC1
→ 9	1	39	77	69	-1	95	?
Cc1nn(-c2ccccc2)c(Cl)c1C(=O)N1CCN(C)CC1
→ -8	2	4	105	69	-4	98	93
